# Screening data as filed in PubChem.
# AMA1 RON2 block: AMA1-RON2 (P. falciparum) interaction inhibition | AlphaScreen AMA1-biotinylated RON2 peptide binding | Potency, µM (doses to about 58.2 µM), inactives show at the highest dose activity change, negative = inhibition, most hits filed as inhibitors | 360,000 tested, 0.2% active; active means well fitted inhibition curve with a large enough effect; inconclusive means small, poorly fitted or top-dose-only effect; inactive means no such curve, though single readings can be large or run the other way;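 further: potency means the concentration at half of the fitted maximal effect; 0% = vehicle wells and -100% = peptide control; nearly all actives have a fitted effect of over 45% in size; some results filed as inactive show a strong effect at the top dose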
#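 AMA1 (3D7) with his tag at 25 nM final met compounds first, then biotinylated RON2 peptide at 25 nM; detection used donor plus acceptor beads, 10 µg/mL apiece, read by AlphaScreen after 30 min at room temperature.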
# HCMV antiviral: blocks human cytomegalovirus replication. HFF cells, HCMV-luciferase reporter, 72 h; stronger effect = lower value. activity change, negative = inhibition, % at 57.5 µM. 410,000 tested, 4.5% active; in the data active means activity change below about -60%; inconclusive means no clear call, values can overlap the other calls; inactive means above about -39%
#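 Compounds were evaluated in HFFs infected with an HCMV luciferase reporter virus (MOI 1 PFU/cell). Luciferase in lysates collected 72 h post infection served as the replication measure.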
# An asterisk follows results filed as active; ? = inconclusive; [ ] = remark or other dose. Unless noted, on the % scale 0 is the no-effect control and ±100 the full control effect.
no. | Molecule | HCMV antiviral | AMA1 RON2 block
1 | N=c1c2ccccc2nc2n1CCCCCCCCCCC2 | ? | 12%
2 | COc1ccc(C(=O)CC(c2ccc3c(c2)OCO3)c2c(O)c3ccccc3oc2=O)cc1OC (stereo not given) | 3 | -7%
3 | CCCNC(=O)C1(C)CCCN(Cc2ccccc2F)C1 (stereo not given) | -8 | 10%
4 | CCC(c1nc2ccccc2[nH]1)N(Cc1cccnc1)C(=O)c1cc(-c2ccccc2)on1 (stereo not given) | 5 | 10%
5 | COc1ccc(-c2cc(NC(C)=O)c3ncc(-c4ccccc4)n3c2)c(OC)c1 | -6 | -13%
6 | CC(C)(C)n1nnnc1C(c1ccccc1)N1CCN(c2c(Cl)cncc2Cl)CC1 (stereo not given) | -13 | -8%
7 | COCC(=O)N[C@H]1C=C[C@@H](CC(=O)OC)O[C@@H]1CO | 11 | 2%
8 | CCNC(=O)C1(C)CCCN(C(=O)c2ccnc(Cl)c2)C1 (stereo not given) | -8 | 17%
9 | N#Cc1ccc(S(=O)(=O)N2CCCCC2c2cc(C(=O)NCc3ccccc3)no2)cc1 (stereo not given) | -22 | -5%
10 | Cc1ccc(NC(=O)c2ccco2)nc1 | 10 | 0%
11 | CCc1nc2ccc(C(=O)Nc3cc(-c4ccccc4)ccc3OC)cn2c1N(CC)Cc1cccc(Br)c1 | 6 | -5%
12 | Cc1ccc(S(=O)(=O)N2CCC[C@H]2C(=O)NC2CCCCC2)cc1 | -3 | -9%
13 | Cc1cccc(OCCNC(=O)c2cc(C3CC3)nc3c2cnn3C(C)C)c1 | -7 | -3%
14 | Cc1ccc(C)c(Nc2cc(C)nc3ccccc23)c1 | ? | 29%
15 | CCN(CC(=O)Nc1ccc(C#N)cc1)CC(=O)Nc1ccc2c(c1)OCCO2 | -26 | 31%[activator]
16 | Cc1cc(=O)n(C(C)Cc2ccccc2)n1C(C)Cc1ccccc1 (stereo not given) | -29 | -13%
17 | COc1ncnc2c1ncn2CCCNCc1ccco1 | -1 | -3%
18 | Cc1ccc(S(=O)(=O)C=CS(=O)(=O)c2ccc(C)cc2)cc1 | ? | ?
19 | COc1ccc([C@H]2N[C@]3(CCCN(Cc4cccn4C)C3=O)[C@H]3C(=O)N(Cc4ccccc4)C(=O)[C@@H]23)cc1 | -12 | -18%
20 | CN(c1ccccc1)c1ccc(/C=C(/CCC(=O)O)c2nc3ccccc3s2)cc1[N+](=O)[O-] | -8 | ?
21 | COc1cccc(OC)c1C(=O)NCc1ccco1 | -10 | -8%
22 | O=C(c1ccc(Cl)c(Cl)c1)N1CCC(=O)N(C(CO)Cc2ccccc2)CC1 (stereo not given) | -25 | 1%
23 | O=C1Nc2ccccc2N(C(=O)c2c(F)cccc2F)C1c1nc2ccccc2[nH]1 (stereo not given) | 182 | 55%[activator]
24 | Cc1cc(C)c2c(n1)nn1c(C3CC3)cc(C(F)(F)F)nc21 | 37 | 24%
25 | COc1ccc(CN2C(=O)CCC2(C)c2nc3ccccc3[nH]2)cc1 (stereo not given) | 15 | 3%
26 | CCCCCCn1c(=O)n2n(c1=O)C[C@]1(OC(=O)NCc3ccccc3)CN(S(=O)(=O)c3ccc(C)cc3)C[C@]1(O)C2 | 31 | 12%
27 | CCOC(=O)C1=CCN(S(=O)(=O)c2ccccc2F)C1c1cccc(F)c1 (stereo not given) | -20 | 4%
28 | Cc1ccsc1C(=O)NCC(c1cccs1)N1CCOCC1 (stereo not given) | 6 | -4%
29 | O=[N+]([O-])/C(Cl)=C(/NCCO)C(Cl)=C(Cl)Cl | -20 | 0%
30 | O=c1[nH]c(=O)n(C(c2ccccc2)(c2ccccc2)c2ccccc2)cc1N(CCO)CCO | 4 | 7%

# (list continues)
no. | Molecule | HCMV antiviral | AMA1 RON2 block
31 | COCCNC(=O)C1CCCN(C(=O)COc2ccc(Cl)cc2Cl)CC1 (stereo not given) | -35 | 2%
32 | O=S1(=O)CC(N2CCN(CC3CC3)CC2)CN1C1CCCC1 (stereo not given) | -17 | 4%
33 | CCC(c1nnnn1C(C)(C)C)N1CCN(C/C=C/c2ccccc2)CC1 (stereo not given) | 18 | -2%
34 | COc1ccccc1C(=O)COC(=O)C1CCN(S(=O)(=O)c2ccccc2)CC1 | -33 | 2%
35 | O=C1CN(Cc2ccccc2)CC(=O)N1 | -19 | 5%
36 | Oc1ccc2sc(-c3ccccc3O)c(-c3ccc(OCCN4CCCCC4)cc3)c2c1 | 18 | -5%
37 | CC(C)c1ccc(NC(=O)CN(C)C2=NS(=O)(=O)c3ccccc32)cc1 | -19 | -4%
38 | CN(c1ccccc1)S(=O)(=O)c1ccc(NC(=O)CC(=O)c2ccccc2)cc1 | -33 | 18%
39 | COC(=O)C[C@H]1CC[C@H](NC(=O)c2ccc(F)cc2)[C@@H](CO)O1 | 52 | -5%
40 | C=CCN1CCOc2ccc(C)cc2S1(=O)=O | -30 | 2%
41 | CCOc1ccc(C(=O)N2CCN(c3ncccn3)CC2)cc1 | ? | -7%
42 | CCCNC(=O)C1(C)CCN(Cc2ccc(-n3ccnc3)cc2)C1 (stereo not given) | 29 | 0%
43 | CCCS(=O)(=O)NC(=O)C1(C)CCN(C(=O)c2cc(F)cc(F)c2)C1 (stereo not given) | 6 | 2%
44 | O=C1NC(=O)C(c2ccc(Cl)cc2Cl)N1 (stereo not given) | -11 | -6%
45 | CCOC(=O)C(Cc1c[nH]c2ccc([N+](=O)[O-])cc12)(NC(C)=O)C(=O)OCC | -24 | -4%
46 | CC(=O)c1ccc(OC2(C)CCN(Cc3ccc(C)cc3)C2)cc1 (stereo not given) | 2 | -4%
47 | Cc1cc(C)c(S(=O)(=O)Nc2cccc(C(=O)O)c2)cc1S(=O)(=O)Nc1cccc(C(=O)O)c1 | -14 | 13%
48 | COC(=O)c1ccc(CNC(=O)C2CCC(=O)N(CCc3ccccn3)C2)cc1 (stereo not given) | 5 | 25%
49 | COc1cc(C=C(C#N)c2ccc([N+](=O)[O-])cc2)ccc1O | -19 | -4%
50 | CN1CCN(c2ncnc3c2ncn3[C@H]2CN(Cc3ccc(F)cc3)C[C@@H](CO)O2)CC1 | -10 | -4%
51 | COC(C/C=C/[C@H](O)[C@@H](C)OCc1ccccc1)OC | -5 | 7%
52 | O=C1CCC(C(=O)OCC(=O)Nc2ccccc2Br)=NN1 | 69 | -3%
53 | CC(C)NC(=O)N(C)C[C@H]1OCCCC[C@@H](C)Oc2ccc(N(C)C)cc2C(=O)N([C@H](C)CO)C[C@@H]1C | -22 | 4%
54 | COc1cc2oc(=O)cc(CN(Cc3ccccc3)Cc3ccccc3)c2cc1Cl | 0 | 12%
55 | O=C(Nc1cc(C(F)(F)F)cc(C(F)(F)F)c1)[C@H]1O[C@@H](n2ccc(=O)[nH]c2=O)[C@H](O)[C@@H]1O | -3 | -4%
56 | COc1ccc(C2=NOC(C)(c3sc(-c4ccc(Cl)cc4)nc3C)C2)cc1 (stereo not given) | -5 | 6%
57 | COc1cccc(CN2CCC2(C)C(=O)NCCc2ccccn2)c1OC (stereo not given) | -3 | 81%[activator]
58 | CN(C)c1ccc(CNC(=O)C2(C)Cc3c(-c4ccc(N(C)C)cc4)ccnc3O2)cc1 (stereo not given) | 2 | 11µM*
59 | COc1cccc(C(O)c2nc(-c3cccc(CO)c3)cs2)c1 (stereo not given) | 11 | 21%
60 | Cn1c(=O)c2[nH]c(C3CCC3)nc2n(C)c1=O | 23 | -16%

# Arranged by SMILES length (rising): part of the list above
no. | Molecule | HCMV antiviral | AMA1 RON2 block
59 | COc1cccc(C(O)c2nc(-c3cccc(CO)c3)cs2)c1 (stereo not given) | 11 | 21%
33 | CCC(c1nnnn1C(C)(C)C)N1CCN(C/C=C/c2ccccc2)CC1 (stereo not given) | 18 | -2%
48 | COC(=O)c1ccc(CNC(=O)C2CCC(=O)N(CCc3ccccn3)C2)cc1 (stereo not given) | 5 | 25%
43 | CCCS(=O)(=O)NC(=O)C1(C)CCN(C(=O)c2cc(F)cc(F)c2)C1 (stereo not given) | 6 | 2%
38 | CN(c1ccccc1)S(=O)(=O)c1ccc(NC(=O)CC(=O)c2ccccc2)cc1 | -33 | 18%

# New compounds follow
no. | Molecule | HCMV antiviral | AMA1 RON2 block
61 | COC(=O)c1cc(NC(=O)CC(=O)c2cccc(N)c2)cc(C(=O)OC)c1 | -11 | -3%
62 | O=C(O)c1ccccc1-c1cc2ccccc2[nH]1 | -28 | 2%
63 | CC1=NCC(C)c2ccccc21 (stereo not given) | 19 | 9%
64 | Cc1ccc(NS(=O)(=O)c2ccc(C)c(C(=O)Nc3ccc(S(=O)(=O)Nc4onc(C)c4C)cc3)c2)cc1 | -8 | 0%[11.6 µM]
65 | Cn1c(-c2ccccc2)cc(=O)n1-c1ccccc1 | -15 | 0%
66 | Cc1cc(O)c(Sc2ccccc2)c(=O)o1 | -5 | -9%
67 | Cc1cc2c(cc1C)-n1nnnc1C(N1CCN(CC(=O)N3CCCC3)CC1)C(=O)N2 (stereo not given) | -13 | -2%
68 | CC(C)CNc1ncnc2[nH]ncc12 | -22 | 27%
69 | Cc1ccc(F)cc1C(=O)N1CCCC1(C)C(=O)NCC(C)C (stereo not given) | -19 | -5%
70 | Cc1ccc(S(=O)(=O)N2C[C@H]3C(=O)C[C@@H](c4ccccc4)N(S(=O)(=O)c4ccccc4C)[C@H]3C[C@H]2c2ccccc2)cc1 | -7 | -3%
71 | Cc1cccc(-n2cnc3cc(C(=O)NCC4CCCO4)ccc32)c1 (stereo not given) | -2 | 0%
72 | CC(=O)Nc1cnc(/C=C\CCCO)cn1 | 16 | 15%
73 | Cc1ncc(COCc2ccccc2)c(CO)c1OCc1ccccc1 | ? | 19%
74 | COc1ccc(-c2ccc3c(c2)C2CC3CCN2C(=O)C(C)(C)C)cc1 (stereo not given) | 1 | 1%
75 | N#Cc1ccc(-c2nc3c(Cl)cc(C(F)(F)F)cn3c2Cc2ccccc2C(F)(F)F)cc1 | -3 | -2%
76 | CC(=O)Nc1ccc(S(=O)(=O)NC(C(=O)O)C(C)C)cc1 (stereo not given) | -5 | 9%
77 | c1ccc(SC23CCCCN(CCC2)C32OCCO2)cc1 (stereo not given) | 6 | ?
78 | Cc1onc(-c2ccccc2)c1-c1nnc(COC(=O)c2ccc(N(C)C)cc2)o1 | -6 | 0%
79 | Cc1ccc(S(=O)(=O)N2C[C@H]3N(C(=O)OC(C)C)N(C(=O)OC(C)C)C[C@H](OC(=O)NC4CCCC4)[C@@]3(O)C2)cc1 | 6 | -6%
80 | CCCNC(=O)C1(C)CCCN(C(=O)c2cccc(C(F)(F)F)c2)C1 (stereo not given) | -33 | -4%
81 | COc1ccc(-c2csc(C(C)(O)c3ccc(F)c(F)c3)n2)cc1OC (stereo not given) | 13 | -1%
82 | Cc1c(C(=O)NCc2ccc(F)cc2)sc(=O)n1Cc1ccccc1 | -24 | -4%
83 | Cc1cccc(C)c1-n1nnnc1C(c1ccccc1OC(F)(F)F)N1CCC(n2c(=O)[nH]c3ccccc32)CC1 (stereo not given) | ? | 14%
84 | COC(=O)[C@@]12C[C@@H](CC(=O)NCCC(C)C)C(=O)N(CCc3ccc(OC)c(OC)c3)C1=CCC(C)(C)C2 | 18 | -11%
85 | Cc1noc(C)c1S(=O)(=O)N(C)C[C@@H]1OCc2cnnn2CCCC(=O)N([C@H](C)CO)C[C@@H]1C | -14 | -1%
86 | CNC(=S)NCc1ccc(Cl)cc1 | -9 | 8%
87 | Cn1cnc(CCNC(=O)C[C@H]2CC[C@@H]3[C@H](COC[C@H](O)CN3C(=O)C3CCCC3)O2)c1 | 4 | -7%
88 | NC(=O)c1cccc(-c2csc(C(O)c3cccc(Cl)c3)n2)c1 (stereo not given) | 29 | -4%
89 | Nc1c(O)cccc1C(=O)O | -35 | -29%
90 | CCCCN1C(=O)C(CC(=O)NC2CCCC2)CC(C(=O)N2CCOCC2)=C1C (stereo not given) | 11 | 0%

# New compounds follow
no. | Molecule | HCMV antiviral | AMA1 RON2 block
91 | CCC(CC)c1nnc(NC(=O)Cc2c[nH]c3ccccc23)s1 | 9 | -7%
92 | CCNC(=O)N1Cc2ccccc2-n2nncc2C1 | 23 | 9%
93 | O=C(Nc1ccc(S(=O)(=O)O)cc1)c1ccc2c(c1)S(=O)(=O)c1ccccc1C2=O | 7 | -10%
94 | CC(C)CN(C(=O)CSc1nc2ccccc2[nH]1)c1c(N)n(Cc2ccccc2)c(=O)[nH]c1=O | -18 | 15%
95 | CN1CCN(c2ccc(CNC(=O)C3Cc4c(-c5ccccc5Oc5ccccc5)ccnc4O3)cc2)CC1 (stereo not given) | ? | ?
96 | COC(=O)c1ccc2nc(-c3ccco3)c(Cc3cccc(Cl)c3)n2c1 | 44 | -12%
97 | CC(C)N1CCN(c2ccc(OCC3COC(Cn4cncn4)(c4ccc(Cl)cc4Cl)O3)cc2)CC1 (stereo not given) | -16 | -8%
98 | O=C(NC1CCCC1)C1c2ccccc2OCC(=O)N1C1CC1 (stereo not given) | 20 | -6%
99 | Cc1cnc(CNC(=O)c2csc([C@@H]3C[C@H](O)[C@@H](CO)O3)n2)cn1 | -14 | 87%[activator]
100 | COC(=O)c1ccc2nc(-c3ccco3)c(Cc3cccc(F)c3)n2c1 | 90 | -16%
101 | CCn1cnc2cc(NC(=O)COc3ccc(C)cc3)ccc21 | -25 | 21%

# Molecules from the list above that have a thiophene ring, fused or not, in the order listed:
no. | Molecule | HCMV antiviral | AMA1 RON2 block
28 | Cc1ccsc1C(=O)NCC(c1cccs1)N1CCOCC1 (stereo not given) | 6 | -4%
36 | Oc1ccc2sc(-c3ccccc3O)c(-c3ccc(OCCN4CCCCC4)cc3)c2c1 | 18 | -5%

# This is a subset; the hit share may differ from the screen's.
